DENV2 CPE = inhibitors of DENV2 cytopathic effect; DENV2-infected cells, cytopathic effect rescue, plate reader; CPE inhibition, % at 9.99 µM; hit rate 1.7% among 350,000; in the data active = CPE inhibition above about 20%, passing the limit was not always enough; inconclusive = no clear call, values can overlap the other calls; tested in BHK-21 cells;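 also: 0% = median of neutral control wells and 100% = median of positive control wells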
PglD inh = inhibitors of Campylobacter jejuni PglD acetyltransferase. purified PglD enzyme, DTNB colorimetric CoA detection. inhibition, % at 12.5 µM. hit rate 0.098% among 360,000. AID 602405; in the data active = inhibition above about 16%, passing the limit was not always enough; inconclusive = no clear call, values can overlap the other calls; also: strong numbers were not always called active
E-sel inducer = induces E-selectin expression in human endothelial cells | P16581 | HUVEC E-selectin immunofluorescence imaging; normalized: neutral wells 0, TNF-alpha wells 100 | activation, % at 7.58 µM | hit rate 0.37% among 260,000 | AID 686992;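 active = mean E-selectin-positive cell signal at least 10% of the positive control, reached in at least 60% of replicates, without over 20% cell loss; inconclusive = no rule given, readout overlaps actives, possibly toxicity-flagged; inactive = the rest, including those meeting only one limit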;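 also: in these data hits start at about 27%; measured in HUVEC primary endothelial cells; signal is the percent of cells scored E-selectin positive by PE staining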
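System: HUVEC, human umbilical vein endothelial cells; quantity: 3,000 cells/well; buffer or medium: EGM-2 medium, gelatin-coated wells; dosing: single-point compound dose; detection: immunofluorescence imaging; evaluation: % PE-positive cells; benchmarks: TNF-alpha, DMSO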
SIRT5 block = inhibitors of human sirtuin-5 desuccinylase | inhibition, % at 15 µM | hit rate 1.1% among 330,000 | Purified SirT5, succinyl-peptide AMC, trypsin-coupled fluorescence | Q9NXA8 | AID 652115; in the data active = inhibition above about 15%; inconclusive = no clear call, values can overlap the other calls
Target sequence (Q9NXA8 whole entry, looked up): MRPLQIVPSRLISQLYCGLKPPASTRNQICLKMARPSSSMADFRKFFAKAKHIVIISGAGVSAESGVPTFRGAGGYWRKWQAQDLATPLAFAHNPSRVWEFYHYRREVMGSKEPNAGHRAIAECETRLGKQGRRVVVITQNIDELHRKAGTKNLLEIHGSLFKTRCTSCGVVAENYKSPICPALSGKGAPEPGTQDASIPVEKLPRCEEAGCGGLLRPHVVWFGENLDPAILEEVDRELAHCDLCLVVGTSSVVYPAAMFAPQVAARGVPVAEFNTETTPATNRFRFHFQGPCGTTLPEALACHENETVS
Statin myotox sup = suppressors of simvastatin-induced myotoxicity in C2C12 myotubes. hit rate 0.78% among 330,000. rescue of ATP level, % at 7.49 µM. AID 602340. ATP luminescence, 48 h; scaled: DMSO 0, geranylgeraniol control 100;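 active = mean ATP rescue above about 67%, or every replicate alone reaching that limit, limit read from the data, passing the limit was not always enough; inconclusive = no clear call, values can overlap the other calls; inactive = mean under the limit and some replicate under it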;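 also: myotubes were challenged with 10 µM simvastatin during compound exposure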
ERp5 block = blocks human ERp5 reductase activity on insulin; Q15084; ERp5 insulin aggregation, absorbance 650 nm, 90 min; inhibition, % at 9.99 µM; hit rate 0.05% among 350,000;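 active = mean replicate inhibition above about 25%, with every replicate also reaching it, limit read from the data, passing the limit was not always enough; inconclusive = only one of those two criteria met; inactive = neither criterion met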
Target sequence (Q15084 whole entry, looked up): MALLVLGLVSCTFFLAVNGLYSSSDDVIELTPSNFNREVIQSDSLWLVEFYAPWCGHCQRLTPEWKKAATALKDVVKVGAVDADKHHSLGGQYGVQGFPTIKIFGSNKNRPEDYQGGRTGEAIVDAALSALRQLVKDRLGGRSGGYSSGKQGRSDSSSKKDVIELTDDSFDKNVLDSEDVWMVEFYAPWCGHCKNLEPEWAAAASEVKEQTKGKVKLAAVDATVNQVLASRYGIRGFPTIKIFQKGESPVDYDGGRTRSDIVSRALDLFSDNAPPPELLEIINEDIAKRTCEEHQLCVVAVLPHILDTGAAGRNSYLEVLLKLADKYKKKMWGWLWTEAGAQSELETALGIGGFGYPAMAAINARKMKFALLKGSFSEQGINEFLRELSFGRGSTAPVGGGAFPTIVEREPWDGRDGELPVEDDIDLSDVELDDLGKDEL
S100A4 inh HTS = blocks human S100A4 binding to myosin IIA peptide. inhibition, % at 10.7 µM. S100A4/TAMRA-MyoIIA peptide fluorescence polarization. hit rate 0.14% among 360,000;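 active = mean inhibition of at least 70% across replicates, with every replicate also reaching that level; inconclusive = mean inhibition reaches 70% but some replicates fall short; inactive = mean inhibition below 70%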
Target sequence (P26447 whole entry, looked up): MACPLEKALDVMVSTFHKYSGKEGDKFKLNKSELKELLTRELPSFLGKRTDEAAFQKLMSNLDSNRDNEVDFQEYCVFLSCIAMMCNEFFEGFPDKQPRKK
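Material: S100A4 monomer protein / Buffer or medium: 50 mM HEPES pH 7.2, 10 mM CaCl2, 100 mM KCl / Times: 5 min incubation before reading / Benchmarks: neutral control DMSO, positive control TFP / Reagent: labelled myosin peptide probe, 5 nM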
* marks the source's active call; other numbers are inactive results; u = inconclusive; x = no result given. Not all compounds are listed; the hit share may differ from the screen's.

Below each compound – ERp5 block, S100A4 inh HTS, E-sel inducer, Statin myotox sup, DENV2 CPE, PglD inh, SIRT5 block
CCOC(=O)N1CCN(S(=O)(=O)N2CCCC(C(=O)NCc3cc(OC)ccc3OC)C2)CC1 (centres undefined)
  3, -2, -0.2, 0, -4, 0, x
O=S1(=O)NC2c3ccccc3CC2O1 (centres undefined)
  3, -4, 0.3, -2, -1, 1, 0
C=CCN1C(=O)c2oc3ccccc3c(=O)c2C1c1ccc(O)c(OC)c1 (centres undefined)
  -8, -3, 0.0, -4, 14, 0, -2
OCCN1CCN(c2ncnc3scc(-c4ccc(F)cc4)c23)CC1
  1, 8, x, -3, -5, -6, 0
Nc1c(-c2ccccc2)cnc2cc(-c3ccccc3)nn12
  2, -2, x, x, -5, x, x
Cc1ccc(S(=O)(=O)Oc2ccccc2-c2ccccc2)cc1
  4, 1, 0.0, -15, 18, 1, x
O=C(N[C@H]1CC[C@H](CC(=O)N2CCCCC2)O[C@H]1CO)c1ccccn1
  -6, 5, 0.2, -8, -1, 6, 6
CCOC(=O)C1=C(C)N(Cc2ccccc2)C(=O)NC1c1ccccc1OS(=O)(=O)c1ccccc1[N+](=O)[O-] (centres undefined)
  4, 13, -0.2, 43, -2, 2, x
C[C@H](CO)N1C[C@H](C)[C@H](CN(C)C(=O)Nc2ccc(C(F)(F)F)cc2)Oc2ccc(NC(=O)Nc3cccc4ccccc34)cc2C1=O
  -1, -7, -2.1, -11, 0, 2, 10
C[C@@H]1CN([C@@H](C)CO)C(=O)c2cc(/C=C/c3ccccc3)cnc2O[C@H]1CN(C)Cc1cccc(C(=O)O)c1
  -11, -5, -0.1, 12, -7, 1, 1
Cc1ccc(NC(=O)c2cccnc2C(=O)O)nc1
  -1, -3, 0.0, 3, 9, x, -3
COc1ccc(-c2cc(C(=O)N3CCN(c4ccccc4)CC3)c3ccccc3n2)cc1
  0, -2, x, x, -6, x, -4
CCCNC(=O)N1C[C@H](C)[C@@H](OC)CN(C)C(=O)c2ccc(NC(=O)CCC)cc2OC[C@H]1C
  -2, 17, -0.1, -11, -1, 1, -4
Oc1ccccc1/C=N/NC(=S)NC1CC2CC1C1C=CCC21 (centres undefined)
  0, -7, -1.3, -15, 9, -4, 0
CCN1CCN(C(=O)c2sc3ncnc(N4CCc5ccccc5C4)c3c2C)CC1
  1, 5, 0.7, x, -3, x, -2
CN1CCN(C(=O)C2=C[C@H](C(C)(C)C)C[C@H](OCc3ccc(CO)cc3)O2)CC1
  6, -27, x, x, 1, -2, 3
CC(C)Sc1nc2ccccc2[nH]1
  1, 1, 1.1, x, -9, x, 0
COCC(C)n1c(SCC(=O)Nc2oc(C)c3c(C)n[nH]c(=O)c23)nc2ccccc2c1=O (centres undefined)
  -8, -6, 0.0, -1, 5, -5, 1
COCCN(C(=O)c1ccccc1Oc1ccccc1)c1c(N)n(CC(C)C)c(=O)[nH]c1=O
  -5, 13, 0.3, 5, 6, -4, 0
COc1cc(C(O)c2nc(-c3ccncc3)cs2)ccc1F (centres undefined)
  3, -7, -0.7, 5, 3, 2, 0
COc1cc(/C=C2\SC(=S)N(C(C(=O)O)c3ccccc3)C2=O)ccc1O (centres undefined)
  5, -16, x, x, 8, -10, 4
Cc1cc(NC(=O)CSc2nc(Cc3ccc(O)cc3)c(C)[nH]2)no1
  12, 3, x, -7, -4, 1, 0
CC(=O)N(C)C[C@H]1Oc2ncc(-c3cccnc3)cc2C(=O)N([C@H](C)CO)C[C@@H]1C
  -8, 8, -0.2, -7, -12, 4, -2
O=C(Nc1ccc(C(F)(F)F)cc1)N[C@H]1CC[C@@H](CCn2cc(C3(O)CCCC3)nn2)O[C@@H]1CO
  1, -5, 0.0, -8, 1, -2, 0
CN(C)C(=O)C[C@H]1C[C@@H]2c3cc(NS(=O)(=O)c4ccccc4)ccc3O[C@@H]2[C@@H](CO)O1
  2, -1, 0.4, 3, -5, -1, 3
Cc1ccc(C(=O)NNC(=O)C2CCN(S(=O)(=O)c3ccc(C)cc3)CC2)cc1
  -4, -6, x, x, -7, -2, 1
CCCCCCn1c(=O)n2n(c1=O)[C@@H]1CN(S(=O)(=O)c3ccc(C)cc3)C[C@]1(O)[C@@H](OC(=O)Nc1cccs1)C2
  -8, -4, 0.6, 30, 12, -3, -6
COC(=O)C1=NN(C(C)(C)CC(C)=O)C2C(=O)N(C3CCCCC3)C(=O)C12 (centres undefined)
  -1, 6, 2.8, 0, 1, x, x
COC(=O)c1c(NC(=O)C2COc3ccccc3O2)sc2c1CCN(C(=O)OC)C2 (centres undefined)
  0, 1, 0.3, -12, 1, 4, 1
O=C1Nc2ccc([N+](=O)[O-])cc2OC1CCN1CCOCC1 (centres undefined)
  -4, 2, 0.4, 21, 6, 2, 0
CC(=O)Nc1cccc(C(=O)OC(C)C(=O)NC2CCCc3ccccc32)c1 (centres undefined)
  4, -4, 0.1, 3, 0, 5, -2
C/C=C/c1ccc2c(c1)O[C@H](CN(C)C(=O)Nc1cccc(F)c1)[C@@H](C)CN([C@@H](C)CO)S2(=O)=O
  0, -11, 0.3, -44, 1, 9, 6
Cc1cccc(NC(=O)Cn2nnc(C(=O)Nc3ccc(F)c(Cl)c3)c2N)c1
  4, 6, x, 4, u, -8, -7
CCc1cccc(NC(=S)N2CCC(c3ccccc3)C2)c1 (centres undefined)
  -6, 60, -0.4, x, 7, x, 0
COc1ccc([Si](C)(C)[C@H]2[C@H](CCn3cc(CCO)nn3)O[C@@]3(C(=O)N(C)c4c(Br)cc(C)cc43)[C@@H]2C)cc1
  -1, 21, x, x, -2, -1, 7
O=c1[nH]c(C2CCCN(S(=O)(=O)c3ccccc3)C2)nc2c1nnn2Cc1ccc2c(c1)OCCO2 (centres undefined)
  2, 3, -0.2, 7, u, 3, -1
CCCCCCn1c(=O)n2n(c1=O)C[C@]1(OC(=O)NC3CC3)CN(S(=O)(=O)c3ccc(C)cc3)C[C@]1(O)C2
  2, 1, 0.0, -5, 6, -6, 3
O=C(CSc1nnnn1C1CCCC1)Nc1ccc2c(c1)OCCO2
  0, -3, x, x, -5, x, -1
C[C@@H]1CN([C@H](C)CO)C(=O)c2cc(C#CCN(C)C)cnc2O[C@H]1CN(C)C(=O)c1ccc2c(c1)OCO2
  4, -5, 0.2, -2, -3, -10, -1
O=C(O)C1CSC(c2ccc(O)c([N+](=O)[O-])c2)N1 (centres undefined)
  1, 0, 1.0, x, 8, x, x
CC(C)COC(=O)N1C[C@H](O)C[C@H]1C(=O)Nc1ccc(Cl)cc1
  -1, -3, 0.1, -4, 3, -3, -5
CO[C@@H]1CN(C)C(=O)c2cc(NC(=O)C3CC3)ccc2OC[C@@H](C)N(C(=O)c2ccccc2F)C[C@H]1C
  5, -1, -0.2, 4, -1, 0, 6
Cc1ccc(S(=O)(=O)N(C)CC(=O)N2CCCCCCC2)cc1
  1, 2, 0.0, 7, 19, -3, -1
Cn1c2ccccc2c2nnc(SCC(N)=O)nc21
  0, -16, -0.3, -19, 1, 47*, -1
COc1ccc(NC(=O)Nc2ccc3c(c2)[C@H]2C[C@H](CC(=O)N(C)C)O[C@H](CO)[C@H]2O3)cc1
  14, 2, 0.5, 4, -8, -4, 2
COc1ccc(-c2ccccc2[C@H]2[C@@H](C#N)N(C(=O)C3CCC3)[C@H]2CO)cc1
  -3, 1, 0.0, x, 5, x, 0
Cc1ccc(-c2nc3c(C)cc(Br)cn3c2Cc2ccsc2)cc1
  6, 25, 0.1, 12, -2, 3, 3
CC(C)OCCCNC(=O)Cc1ccc(Br)cc1
  7, -1, -0.1, x, 0, x, 0
CCc1cccc(C)c1NC(=O)CN1C(=O)NC(CCc2ccccc2)C1=O (centres undefined)
  -1, -7, -0.1, 2, -9, -1, -5
Cc1[nH][nH]c(=O)c1C=NCc1cccnc1
  4, 1, x, -5, 5, 5, 4
CCN1C[C@@H]2[C@@H]3C(=O)N(Cc4ccccc4)C(=O)[C@@H]3[C@](CC)(C1=O)N2C(=O)c1ccc(F)cc1
  -2, 1, -0.1, -5, -3, 0, -6
Cn1c(SCC(=O)Nc2ccc(C(N)=O)cc2)nc2c(c1=O)SCC2
  -1, -2, 0.0, 3, -4, -1, -1
O=C(C[C@H]1C[C@H]2c3cc(NC(=O)NC4CCCCC4)ccc3O[C@H]2[C@H](CO)O1)NCC(F)(F)F
  -3, 8, 0.6, -3, 49*, 2, -5
O=C(C1CCCCC1)N1CC2(C1)[C@H](c1ccccc1)[C@H](CO)N2CC1CCCC1
  4, 4, 0.2, x, u, x, 5
COc1ccc(C(C)=O)cc1COc1cc(C)c(Cl)c(C)c1
  -5, 1, -0.1, x, -6, -2, -4
Cc1ccc(S(=O)(=O)Nc2ccc3c(c2)C(=O)N([C@@H](C)CO)C[C@H](C)[C@H](CN(C)S(=O)(=O)c2ccc(C)cc2)OCCCC[C@@H](C)O3)cc1
  -4, -3, 0.3, x, -2, 2, -3
Cc1cccc(NC(=O)CN(CC2CCCO2)C(=O)c2cc3ccccc3o2)c1C (centres undefined)
  -2, 1, -0.1, x, -9, x, 2
COc1cccc(NC(=O)N2C[C@H](O)COC[C@H]3O[C@@H](CC(=O)NCCCN4CCOCC4)CC[C@@H]32)c1
  x, x, 0.2, 1, 1, -1, x
Cc1cc(N/C(=C\C(=O)c2ccccc2)c2ccccc2)ccc1Br
  1, -1, 1.1, x, 8, x, x
O=C(COC(=O)c1cccc(O)c1)c1ccccc1
  -6, 0, 0.0, -7, -6, x, 0

A different layout for 3 compounds above.
SMILES	ERp5 block	S100A4 inh HTS	E-sel inducer	Statin myotox sup	DENV2 CPE	PglD inh	SIRT5 block
O=C(C1CCCCC1)N1CC2(C1)[C@H](c1ccccc1)[C@H](CO)N2CC1CCCC1	4	4	0.2	x	u	x	5
COc1ccc(C(C)=O)cc1COc1cc(C)c(Cl)c(C)c1	-5	1	-0.1	x	-6	-2	-4
Cc1ccc(S(=O)(=O)Nc2ccc3c(c2)C(=O)N([C@@H](C)CO)C[C@H](C)[C@H](CN(C)S(=O)(=O)c2ccc(C)cc2)OCCCC[C@@H](C)O3)cc1	-4	-3	0.3	x	-2	2	-3

The list goes on:
Below each compound – ERp5 block, S100A4 inh HTS, E-sel inducer, Statin myotox sup, DENV2 CPE, PglD inh, SIRT5 block
COc1ccc(NC(=O)Nc2ccc3c(c2)C(=O)N([C@H](C)CO)C[C@@H](C)[C@@H](CN(C)Cc2ccc(Cl)c(Cl)c2)O3)cc1
  6, -14, -1.3, -13, -1, 2, 3
CCc1nc2c(OCc3ccccc3C(=O)OC)cccn2c1N(C)C(=O)c1cccs1
  -2, 3, -0.1, -2, 0, 1, 2
C[C@H]1CN([C@@H](C)CO)C(=O)Cc2cc(NC(=O)C3CC3)ccc2O[C@@H]1CN(C)C(=O)NC1CCCCC1
  0, -3, 0.3, -7, 5, -3, -4
COc1ccc2c3c([nH]c2c1)[C@@H](CO)N(C(C)=O)CC31CN(S(=O)(=O)c2ccccc2)C1
  0, -11, -0.2, x, 3, x, x
Cc1noc(C)c1S(=O)(=O)N(C)C[C@@H]1Oc2ccc(NS(=O)(=O)c3ccc(Cl)cc3)cc2CC(=O)N([C@H](C)CO)C[C@H]1C
  -2, -4, 0.5, -14, 2, 4, 3
CCNC(=O)C[C@H]1CC[C@H]2[C@H](COc3ccc(NC(=O)c4ccc(F)cc4)cc3C(=O)N2C)O1
  -6, 3, 0.0, 6, 6, 5, -5
O=C(COc1ncnc2cc([N+](=O)[O-])ccc12)N(CCc1ccccc1)Cc1ccccc1
  5, -6, -0.3, x, 6, x, 0
CCc1ccc(-n2c(=O)c3ccccc3n3c(=S)[nH]nc23)cc1
  -1, -8, -0.2, 6, 7, -4, -3
COc1cc(/C=C/c2nc3ccccc3c(=O)[nH]2)cc(OC)c1OC
  7, -2, x, -2, -3, 1, -4

Screening data: PubChem, Broad Institute
